aGlu spleen mod: qHTS Assay for Inhibitors and Activators of Human alpha-Glucosidase From Spleen Homogenate; Lysosomal alpha-glucosidase (Homo sapiens), P10253; human spleen homogenate, 4-MU-alpha-glucoside fluorescence; Potency, µM (series often up to 79.9 µM), for inactives: at the top dose activity change, negative = inhibition, hits mostly inhibitors; 240,000 compounds, 0.006% hits;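 also: 0% = enzyme with vehicle and -100% = no enzyme basal signal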
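Human spleen homogenate (1 ug) incubated with compounds and 1 mM 4-methylumbelliferyl-alpha-D-glucopyranoside in pH 5.0 citrate/phosphate buffer, 37 C, 40 min. Stopped at pH 10; 4-MU fluorescence (Ex 365/Em 440 nm); AC50 by Hill fit.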
IMPase Li inh: qHTS Assay for Identifying the Cell-Membrane Permeable IMPase Inhibitors: Potentiation with Lithium; CHO-M1 cells, IP1 TR-FRET (IP-One), carbachol + lithium; Potency, µM (series often up to 59.4 µM), without a hit: at the highest dose activity, negative = IMPase inhibition, hits mostly inhibitors; 210,000 compounds, 0.35% hits; AID 1457, 2008;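 also: IP1 builds up when IMPase is blocked and the TR-FRET signal falls; plate controls were basal vehicle for no effect and high inhibitor control for full effect; nearly all actives have a fitted effect of over 50% in size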
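Lithium-sensitised IP1 accumulation assay; M1-expressing CHO cells treated 30 min at 37C with compound. Competitive antibody detection by time-resolved FRET followed a 10 min room-temperature lysis step.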
HttQ103 aggreg: qHTS Multiplex Assay to Identify Dual Action Probes in a Cell Model of Huntington: Aggregate Formation (GFP). PC12 HttQ103-GFP aggregates, Acumen cytometry, 40 h. Potency, µM (highest dose often 46.1 µM), without a hit: at the highest dose activity change, negative = inhibition, hits mostly inhibitors. 220,000 compounds, 1.1% hits; also: % is scaled to controls: 0 for no effect and ±100 for the full control effect; nearly all actives have a fitted effect of over 60% in size
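Aggregates are detected as GFP objects 1–25 µm with signal 6 STDEV over background in lysates of induced PC12 cells. These carry Huntingtin exon 1 with 103 glutamines fused to GFP under an ecdysone promoter; compounds titrated.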
RGS12 GoLoco inh: qHTS Assay for Inhibitors of RGS12 GoLoco Motif Activity (Red Fluorophore). Gai1:RGS12 GoLoco peptide FP, rhodamine, 10 min. Potency, µM (doses to about 61.6 µM), for the others: at the top dose activity, negative = inhibition, most hits filed as inhibitors. Guanine nucleotide-binding protein G(i) subunit alpha-1 (Homo sapiens), P63096. 230,000 compounds, 0.44% hits; active = well fitted inhibition curve with a large enough effect, not every such curve was filed as active; inactive = no such curve, though single readings can be large or run the other way; also: % is scaled to controls: 0 for no effect and ±100 for the full control effect; nearly all actives have a fitted effect of over 30% in size; many of its hits are not listed in these tables
Target sequence (P63096 whole entry, looked up): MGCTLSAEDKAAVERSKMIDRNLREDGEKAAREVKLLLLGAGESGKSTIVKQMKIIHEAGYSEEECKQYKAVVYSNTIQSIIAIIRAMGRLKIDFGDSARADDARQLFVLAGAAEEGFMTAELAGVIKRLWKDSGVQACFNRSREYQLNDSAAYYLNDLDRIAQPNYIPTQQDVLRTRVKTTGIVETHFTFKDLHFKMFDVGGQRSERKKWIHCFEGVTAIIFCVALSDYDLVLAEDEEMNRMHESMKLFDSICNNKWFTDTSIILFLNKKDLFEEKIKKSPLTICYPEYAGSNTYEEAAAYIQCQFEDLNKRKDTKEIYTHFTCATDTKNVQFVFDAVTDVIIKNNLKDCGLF
GAA inh: qHTS Assay for Inhibitors of Human alpha-Glucosidase as a Potential Chaperone Treatment of Pompe Disease. Potency, µM (titrated, usually from 76.9 µM), inactives show at the top dose activity change, negative = inhibition, hits mostly inhibitors. Lysosomal alpha-glucosidase (Homo sapiens), P10253. 200,000 compounds, 0.005% hits. purified human GAA, 4-MU-alpha-glucoside fluorescence;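 also: plate controls were uninhibited enzyme wells for no effect and no-enzyme background for full effect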
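qHTS format, compound range up to 77 uM. Human lysosomal enzyme at 4 nM, 400 uM 4-MU glucoside substrate, pH 5.0, 20 min room temperature; fluorescence after alkaline stop gives activity normalized to controls.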
GAA glycogen: qHTS Assay for Inhibitors and Activators of Human alpha-Glucosidase Cleavage of Glycogen | recombinant GAA, glycogen substrate, Amplex Red glucose oxidase fluorescence | Potency, µM (highest dose often 76.4 µM), for the others: top-dose activity change, negative = inhibition, usual class: inhibitors | 300,000 compounds, 0.38% hits | AID 2100, 2009;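 also: 0% = full enzyme reaction and -100% = no-enzyme basal signal; the screen sought inhibitors and activators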
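Recombinant enzyme (4 nM final) with compounds titrated up to 77 uM and bovine liver glycogen (30 ug) in citrate pH 5.0, 0.01% Tween-20, 37 C 40 min. Released glucose detected by Amplex Red/glucose oxidase (Ex 573/Em 610); AC50 from Hill fits.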
HTT cytoprotect: qHTS Multiplex Assay to Identify Dual Action Probes in a Cell Model of Huntington: Cytoprotection (ATP); 230,000 compounds, 0.14% hits; PC12 HTT-Q103 induced, cytoprotection, ATP luminescence, 40 h; Potency, µM (doses to about 56.4 µM), for inactives: cytoprotection (ATP increase), hits mostly activators;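 also: % of control where 0% means no effect; nearly all actives have a fitted effect of over 45% in size; toxic huntingtin expression switched on by the ecdysone agonist tebufenozide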
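Compounds were screened for protection of PC12 cells against cell death after tebufenozide induction (100 nM final) of mutant Huntingtin exon 1 (Q103) fused to GFP.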
* hit, by the source's call; ? = inconclusive; . = no result given; & = joins results of further samples; [ ] = dose if it differs, or a comment. Unless noted, calls follow the shape of the dose curve; as a rule, active = well fitted curve in the direction sought with a large enough effect; inconclusive = small, poorly fitted or top-dose-only effect, or another doubt; inactive = no such curve, though single readings can be large; an effect the other way counts as inactive or inconclusive. Potency is read from the fitted curve at half-maximal effect. A portion of the library, so the mix of outcomes need not match the whole.

SMILES	aGlu spleen mod	IMPase Li inh	HttQ103 aggreg	RGS12 GoLoco inh	GAA inh	GAA glycogen	HTT cytoprotect
CCOC(=O)C1CCN(C(=O)Cc2cccs2)CC1	0%	17%[38.3 µM]	-16%	6%	-1%	0%	5%[0.074 µM]
CCc1nnc(NC(=O)c2ccc(S(=O)(=O)N(CCOC)CCOC)cc2)o1	2%	-2%[38.3 µM]	5%	2%	-9%	3%	-5%
COc1cccc(NC2SC(=O)N(c3ccccc3)C2=O)c1 (configuration not stated)	-1%	7%	28%	-4%	1%	-3%	5%[10 µM]
Cc1ccc(C(=O)Nc2c(C#N)c(C)c(C)n2Cc2ccccc2)cc1	-3%	21%[38.3 µM]	-3%	19%	2%	-15%	15%
CCOP(=O)(OCC)C(Nc1ccccn1)c1ccccc1 (configuration not stated)	-8%	0%	-2%	8%	-6%	-5%	1%[10 µM]
CCCn1c(C)cc(C(=O)COC(=O)c2ccc(Cl)c(S(=O)(=O)N3CCCC3)c2)c1C	4%	0%[38.3 µM]	-7%	2%	-3%	1%	-10%[10 µM]
CCCc1nn(C)c(C(=O)Nc2ccc(CC)cc2)c1Cl	12%	2%	-10%	-11%	-2%	2%	.
CSc1c(C#N)sc(=S)n1-c1ccc(C)cc1	-4%	27%	-11%	-4%	-13%	2%	-32%[inhibitor]
CCCS(=O)(=O)N1CCC(C(=O)NCc2ccco2)CC1	2%	-3%[38.3 µM]	6%	-4%	-4%	6%	-11%
Cn1cnnc1SCC(=O)Nc1ccc(F)cc1F	-1%	0%	13%[9.22 µM]	-12%	-3%	11%	10%[10 µM]
O=C(Nc1cccc(Oc2ccc(C(=O)O)c(C(=O)O)c2)c1)c1ccc(-c2ccccc2)cc1	2%	.	-2%[9.22 µM]	6%	.	6%	-34%[10 µM]
OCC1(Cc2cccc(Cl)c2)CCCN(Cc2cn[nH]c2C2CCCCC2)C1 (configuration not stated)	0%	8%	-11%[9.22 µM]	14%	1%	13%	8%[10 µM]
Cc1ccc(-c2cc(C(F)F)nc(NCc3cccs3)n2)cc1	-4%	12%	-3%	-1%	?	6%	-15%[10 µM]
Cc1cnc(NC(=O)CSc2nnc(CNc3ccc(F)cc3)n2CC2CCCO2)s1 (configuration not stated)	0%	-1%[38.3 µM]	-10%	-6%	-6%	11%	8%
CN(C)S(=O)(=O)Nc1cccc(Br)c1	7%&-1%	.	-24%&14%[9.22 µM]	14%&-2%	.	3%&1%	-3%&4%[10 µM]
Cc1ccc(Nc2c(-c3ccc(N4CCOCC4)cc3)nc3ncccn23)cc1	-5%	-18%	1%	8%	4%	?	.
NC(=O)CSc1oc(-c2ccc(F)cc2)nc1S(=O)(=O)c1ccccc1	-17%	20%[38.3 µM]	17%	13%	0%	1%	-5%[1.9 µM]
N#CC1=C2SCC(O)(c3ccccc3)N2C(=O)CC1c1ccccc1F (configuration not stated)	-2%	-11%[38.3 µM]	-15%[9.22 µM]	193%[activator]	-5%	-9%	-80%[inhibitor]
COc1ccc2nc(C)cc(Nc3ccc(N4CCOCC4)cc3)c2c1	4%	49%[activator][38.3 µM]	-29%	1%	-2%	-23%	-25%[0.074 µM]
CC(=O)Nc1cc(ON=C(C)C)cc([N+](=O)[O-])c1	-15%	2%	4%	4%	2%	2%	.
CCCc1nc(N)c(C#N)c(-c2cccnc2)c1CC	2%	5%[38.3 µM]	3%	3%	-1%	-7%	2%
O=C(Cc1cccc(C(F)(F)F)c1)Nc1ccccc1	0%	3%	5%[9.22 µM]	-7%	-10%	-6%	1%[10 µM]
O=C(O)c1ccc(-c2ccccc2Cl)o1	8%	-1%[38.3 µM]	2%	3%	-3%	0%	-2%
CCOC(=O)Cn1c(=O)c2c(nc3n2CCS3)n(C)c1=O	7%	4%[38.3 µM]	-27%[9.22 µM]	5%	-8%	-18%	-2%
Cc1cc(C)c(NC(N)=S)c(C)c1	-5%	.	23%[9.22 µM]	-7%	.	0%	12%[10 µM]
COC(=O)c1c(-c2ccc(OC)c(OC)c2)csc1N	-3%	54%[activator][38.3 µM]	-1%	139%[activator]	-1%	-26%	-13%
O=C(CN1CCCC1)Nc1ccc2c(c1)CCC2	-6%	13%	4%	-3%	3%	-2%	5%[10 µM]
CCOC(=O)/C(C#N)=C/c1c(Oc2cc(C)cc(C)c2)nc2ccccn2c1=O	12%	9%	-7%	17%	6%	-12%	-7%[10 µM]
C=CCn1c(Cc2nc3ccc(Cl)cc3[nH]2)n[nH]c1=S	-5%	16%[38.3 µM]	8%	18%	-5%	-10%	-14%[0.074 µM]

Structural class: the compounds so far containing a halogen.
SMILES	aGlu spleen mod	IMPase Li inh	HttQ103 aggreg	RGS12 GoLoco inh	GAA inh	GAA glycogen	HTT cytoprotect
CCCn1c(C)cc(C(=O)COC(=O)c2ccc(Cl)c(S(=O)(=O)N3CCCC3)c2)c1C	4%	0%[38.3 µM]	-7%	2%	-3%	1%	-10%[10 µM]
CCCc1nn(C)c(C(=O)Nc2ccc(CC)cc2)c1Cl	12%	2%	-10%	-11%	-2%	2%	.
Cn1cnnc1SCC(=O)Nc1ccc(F)cc1F	-1%	0%	13%[9.22 µM]	-12%	-3%	11%	10%[10 µM]
OCC1(Cc2cccc(Cl)c2)CCCN(Cc2cn[nH]c2C2CCCCC2)C1 (configuration not stated)	0%	8%	-11%[9.22 µM]	14%	1%	13%	8%[10 µM]
Cc1ccc(-c2cc(C(F)F)nc(NCc3cccs3)n2)cc1	-4%	12%	-3%	-1%	?	6%	-15%[10 µM]
Cc1cnc(NC(=O)CSc2nnc(CNc3ccc(F)cc3)n2CC2CCCO2)s1 (configuration not stated)	0%	-1%[38.3 µM]	-10%	-6%	-6%	11%	8%
CN(C)S(=O)(=O)Nc1cccc(Br)c1	7%&-1%	.	-24%&14%[9.22 µM]	14%&-2%	.	3%&1%	-3%&4%[10 µM]
NC(=O)CSc1oc(-c2ccc(F)cc2)nc1S(=O)(=O)c1ccccc1	-17%	20%[38.3 µM]	17%	13%	0%	1%	-5%[1.9 µM]
N#CC1=C2SCC(O)(c3ccccc3)N2C(=O)CC1c1ccccc1F (configuration not stated)	-2%	-11%[38.3 µM]	-15%[9.22 µM]	193%[activator]	-5%	-9%	-80%[inhibitor]
O=C(Cc1cccc(C(F)(F)F)c1)Nc1ccccc1	0%	3%	5%[9.22 µM]	-7%	-10%	-6%	1%[10 µM]
O=C(O)c1ccc(-c2ccccc2Cl)o1	8%	-1%[38.3 µM]	2%	3%	-3%	0%	-2%
C=CCn1c(Cc2nc3ccc(Cl)cc3[nH]2)n[nH]c1=S	-5%	16%[38.3 µM]	8%	18%	-5%	-10%	-14%[0.074 µM]
